Source: PubChem BioAssay (several laboratories)
K1F lysis inhibition: protection from phage-mediated lysis, alamar blue read-out – E. coli UTI89, K1F phage, bacterial capsule biogenesis inhibitors (AID 488966); E. coli UTI89 K1F phage lysis, alamar blue, 2 h; higher % means a stronger effect; 340,000 compounds, 0.02% hits; inhibition, % at 100 µM, or IC50 in µM where a hit was titrated;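 active = phage lysis inhibition, versus mean bacterial control, above a set limit; inconclusive = no clear call, values can overlap the other calls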;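 also: capsule biogenesis inhibitors block K1F phage lysis so surviving cells raise fluorescence; higher fluorescence means more inhibition of phage lysis; actives were called in the ten point dose series up to 300 µM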
Hep lipid drop: modulators of hepatic lipid droplet formation | inhibition, % at 6.5 µM | 240,000 compounds, 0.4% hits | AML12 mouse hepatocytes, oleate lipid droplets, BODIPY imaging | AID 1656;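 active = lipid droplet intensity inhibited by at least 50%, with more than 500 cells counted; inconclusive = wells with under 300 cells, treated as cytotoxic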
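Assay system: AML12 hepatocytes (mouse) / Also added: 100 µM oleic acid challenge / Times: overnight treatment with compound plus oleate / Detection: high-content imaging of BODIPY-stained droplets and DAPI nuclei / Evaluation: % inhibition of lipid droplet signal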
Myeloid diff 2: myeloid differentiation induction | ER-HoxA9 myeloid progenitors, lysozyme-GFP differentiation, flow cytometry | calls only at 10 µM | 360,000 compounds, 1% hits;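 active = normalized GFP-positive differentiation at or above the plate's own cutoff, the solvent-only control mean plus 3 SD; inconclusive = no clear call, values can overlap the other calls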;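 also: cells exposed to compound for four days before flow analysis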
Hep lipid drop cells 6.5 µM: recorded beside Hep lipid drop, whose call it bears; cell count; measured here: cell count, cytotoxicity flag;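 cells counted across two imaged fields per well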
Myeloid diff 2 GFP+ MAC1+ %: recorded beside Myeloid diff 2, whose call it bears; GFP+ MAC1+ double positive, %; measured here: differentiation confirmed by MAC1 staining
The depositor's hits bear a star; [ ] = dose if it differs, or a comment. A portion of the library; rates above refer to the full screens.

Start of the listing, in advance:
CCC(C(=O)NCCCc1ccccc1)n1nc(C)c2c(C)n(-c3ccccc3)nc2c1=O (stereo unspecified) was read as K1F lysis inhibition 0.1%, Hep lipid drop 0, Myeloid diff 2 inactive, Hep lipid drop cells 6.5 µM 660 and Myeloid diff 2 GFP+ MAC1+ % 0.7.
Screening Cc1ccc(OCc2cc(C(=O)N3CCCCCCC3)no2)cc1C returned K1F lysis inhibition 1.6%[50 µM], Hep lipid drop -2, Myeloid diff 2 inactive, Hep lipid drop cells 6.5 µM 777 and Myeloid diff 2 GFP+ MAC1+ % 0.5.

The whole of this part (from the top)
CCC(C(=O)NCCCc1ccccc1)n1nc(C)c2c(C)n(-c3ccccc3)nc2c1=O (stereo unspecified) was read as K1F lysis inhibition 0.1%, Hep lipid drop 0, Myeloid diff 2 inactive, Hep lipid drop cells 6.5 µM 660 and Myeloid diff 2 GFP+ MAC1+ % 0.7.
Screening Cc1ccc(OCc2cc(C(=O)N3CCCCCCC3)no2)cc1C returned K1F lysis inhibition 1.6%[50 µM], Hep lipid drop -2, Myeloid diff 2 inactive, Hep lipid drop cells 6.5 µM 777 and Myeloid diff 2 GFP+ MAC1+ % 0.5.
Screening COc1ccc(OC)c(C2/C(=C(\O)c3ccc4c(c3)OCCO4)C(=O)C(=O)N2CC2CCCO2)c1 (stereo unspecified) returned K1F lysis inhibition 2.2%[50 µM], Hep lipid drop 6, Myeloid diff 2 inactive, Hep lipid drop cells 6.5 µM 591 and Myeloid diff 2 GFP+ MAC1+ % 3.6.
Screening CN1C(=O)/C(=C2\SC(=S)N(NC(=O)c3cccnc3)C2=O)c2ccccc21 returned K1F lysis inhibition 0.2%, Hep lipid drop 0, Myeloid diff 2 inactive, Hep lipid drop cells 6.5 µM 792 and Myeloid diff 2 GFP+ MAC1+ % 0.8.
`CCN(CC)CCN1C(=O)C2C(C(=O)Nc3ccc(Br)cc3)C3C=CC2(O3)C1C(=O)NC1CCCCC1` (stereo unspecified) gave K1F lysis inhibition 0.4%, Hep lipid drop 9, Myeloid diff 2 inactive, Hep lipid drop cells 6.5 µM 699 and Myeloid diff 2 GFP+ MAC1+ % 7.1.
Screening CNC(=O)c1ccc(NC(=O)C2CCN(c3ncnc4sc(C)c(C)c34)CC2)cc1 returned K1F lysis inhibition 1.8%[50 µM], Hep lipid drop -1, Myeloid diff 2 inactive, Hep lipid drop cells 6.5 µM 810 and Myeloid diff 2 GFP+ MAC1+ % 2.1.
Screening CCN(Cc1ccncc1)C(=O)C1CCC(=O)N(Cc2ccc(Cl)cc2)C1 (stereo unspecified) returned K1F lysis inhibition 0.1%, Hep lipid drop 6, Myeloid diff 2 inactive, Hep lipid drop cells 6.5 µM 813 and Myeloid diff 2 GFP+ MAC1+ % 1.3.
COc1ccccc1C(CC(=O)O)c1ccc2c(c1)OCO2 (stereo unspecified) was read as K1F lysis inhibition 0.8%, Hep lipid drop 4, Myeloid diff 2 inactive, Hep lipid drop cells 6.5 µM 835 and Myeloid diff 2 GFP+ MAC1+ % 0.4.
`O=C1CN(C(=O)NCC(=O)N2CCCC2)c2ccccc2N1` gave K1F lysis inhibition 0.3%, Hep lipid drop 0, Myeloid diff 2 inactive, Hep lipid drop cells 6.5 µM 652 and Myeloid diff 2 GFP+ MAC1+ % 0.8.
Screening COc1ccc(CN2CCC(n3nccc3NC(=O)c3cccc(F)c3)CC2)cc1O returned K1F lysis inhibition 0.0%, Hep lipid drop 4, Myeloid diff 2 inactive, Hep lipid drop cells 6.5 µM 866 and Myeloid diff 2 GFP+ MAC1+ % 0.8.
Screening COc1ccc(-n2nc(C(=O)NCC(=O)N3CCCCCC3)c3ccccc3c2=O)cc1Cl returned K1F lysis inhibition 0.0%, Hep lipid drop 0, Myeloid diff 2 inactive, Hep lipid drop cells 6.5 µM 832 and Myeloid diff 2 GFP+ MAC1+ % 0.5.
Screening CCCn1c(SCC(=O)NNC(=O)c2ccc(OC)cc2)nnc1C(C)C returned K1F lysis inhibition 0.2%, Hep lipid drop 0, Myeloid diff 2 inactive, Hep lipid drop cells 6.5 µM 728 and Myeloid diff 2 GFP+ MAC1+ % 7.8.
For COc1cc(C(=O)ON=C2C3CC4CC(C3)CC2C4)cc(OC)c1OC the results were K1F lysis inhibition -0.1%, Hep lipid drop 18, Myeloid diff 2 inactive, Hep lipid drop cells 6.5 µM 742 and Myeloid diff 2 GFP+ MAC1+ % 0.6.
`O=C(Nc1nncs1)c1ccc2c(c1)OCO2` gave K1F lysis inhibition -1.1%, Hep lipid drop 0, Myeloid diff 2 inactive, Hep lipid drop cells 6.5 µM 840 and Myeloid diff 2 GFP+ MAC1+ % 0.3.
For CC(C)NC(=O)CN(Cc1ccc(F)cc1)C(=O)CCC(=O)Nc1nccs1 the results were K1F lysis inhibition -0.1%, Hep lipid drop 9, Myeloid diff 2 inactive, Hep lipid drop cells 6.5 µM 799 and Myeloid diff 2 GFP+ MAC1+ % 0.5.
CCOC(=O)C1C(c2ccccc2O)NC(=O)NC1(O)C(F)(F)F (stereo unspecified) was read as K1F lysis inhibition 0.1%, Hep lipid drop -3, Myeloid diff 2 inactive, Hep lipid drop cells 6.5 µM 852 and Myeloid diff 2 GFP+ MAC1+ % 0.7.
`Fc1ccc(-n2nnc(-c3ccccc3Br)n2)cc1` gave K1F lysis inhibition 2.4%, Hep lipid drop 12, Myeloid diff 2 inactive, Hep lipid drop cells 6.5 µM 803 and Myeloid diff 2 GFP+ MAC1+ % 0.8.
For Cc1cccnc1NC(=O)CN1C(=O)COc2ccc(Cl)cc21 the results were K1F lysis inhibition -1.6%, Hep lipid drop 3, Myeloid diff 2 inactive, Hep lipid drop cells 6.5 µM 831 and Myeloid diff 2 GFP+ MAC1+ % 0.3.
Screening CCOC(=O)C1=C(COC(=O)/C=C/c2cccc(OC)c2)NC(=O)NC1C (stereo unspecified) returned K1F lysis inhibition 0.2%, Hep lipid drop 2, Myeloid diff 2 inconclusive and Hep lipid drop cells 6.5 µM 849.
CCN(CC(=O)Nc1c(F)cccc1F)C(=O)C(C)SCc1nc2sc(C)c(C)c2c(=O)[nH]1 (stereo unspecified) was read as K1F lysis inhibition -0.1%, Hep lipid drop -3, Myeloid diff 2 inactive, Hep lipid drop cells 6.5 µM 847 and Myeloid diff 2 GFP+ MAC1+ % 0.7.

Brought forward from above: 2 entries, followed by the next part.
Screening CCOC(=O)C1=C(COC(=O)/C=C/c2cccc(OC)c2)NC(=O)NC1C (stereo unspecified) returned K1F lysis inhibition 0.2%, Hep lipid drop 2, Myeloid diff 2 inconclusive and Hep lipid drop cells 6.5 µM 849.
CCN(CC(=O)Nc1c(F)cccc1F)C(=O)C(C)SCc1nc2sc(C)c(C)c2c(=O)[nH]1 (stereo unspecified) was read as K1F lysis inhibition -0.1%, Hep lipid drop -3, Myeloid diff 2 inactive, Hep lipid drop cells 6.5 µM 847 and Myeloid diff 2 GFP+ MAC1+ % 0.7.
For COCCNC(=S)N1CCC(C(=O)c2ccc(C)cc2)CC1 the results were K1F lysis inhibition 0.1%, Hep lipid drop -30, Myeloid diff 2 inactive, Hep lipid drop cells 6.5 µM 856 and Myeloid diff 2 GFP+ MAC1+ % 0.3.
Screening O=C(NCCNC(=O)c1ccc(Cl)cc1Cl)c1ccccn1 returned K1F lysis inhibition 0.3%, Hep lipid drop -6, Myeloid diff 2 inactive, Hep lipid drop cells 6.5 µM 827 and Myeloid diff 2 GFP+ MAC1+ % 0.1.
For O=C(O)c1cccc2c1-c1ccccc1/C2=N\Nc1ccccc1 the results were K1F lysis inhibition -0.2%, Hep lipid drop -4, Myeloid diff 2 inactive, Hep lipid drop cells 6.5 µM 807 and Myeloid diff 2 GFP+ MAC1+ % 0.4.
`Cc1ccc(SCCNC(=O)c2ccccc2F)cc1` gave K1F lysis inhibition 0.0%, Hep lipid drop 5, Myeloid diff 2 inactive, Hep lipid drop cells 6.5 µM 833 and Myeloid diff 2 GFP+ MAC1+ % 0.4.
For COC(=O)c1cc(S(=O)(=O)N2CCN(c3cc(C)ccc3C)CC2)c[nH]1 the results were K1F lysis inhibition -2.9%, Hep lipid drop 5, Myeloid diff 2 inactive, Hep lipid drop cells 6.5 µM 823 and Myeloid diff 2 GFP+ MAC1+ % 3.7.
`NC(=O)C1CCN(C(=O)c2cnn(-c3ccccc3)c2NC(=O)c2cccc(F)c2)CC1` gave K1F lysis inhibition 0.2%, Hep lipid drop -15, Myeloid diff 2 inactive, Hep lipid drop cells 6.5 µM 796 and Myeloid diff 2 GFP+ MAC1+ % 0.4.
For COc1cccc(C=O)c1OC(=O)N1CCOCC1 the results were K1F lysis inhibition 0.0%, Hep lipid drop -4, Myeloid diff 2 inactive, Hep lipid drop cells 6.5 µM 393 and Myeloid diff 2 GFP+ MAC1+ % 0.8.
Screening COc1ccc(S(=O)(=O)N2CCOCC2)cc1C(=O)Nc1ccc2c(c1)OCO2 returned K1F lysis inhibition 0.0%, Hep lipid drop 12, Myeloid diff 2 inactive, Hep lipid drop cells 6.5 µM 823 and Myeloid diff 2 GFP+ MAC1+ % 0.2.
For COc1ccc(CC(=O)Nc2sc3c(c2C#N)CC(C)(C)NC3(C)C)cc1OC the results were K1F lysis inhibition 0.4%, Hep lipid drop 2, Myeloid diff 2 inactive, Hep lipid drop cells 6.5 µM 854 and Myeloid diff 2 GFP+ MAC1+ % 0.4.
Screening O=C(NC1CC1)C(=O)c1c[nH]c2ccccc12 returned K1F lysis inhibition -0.1%, Hep lipid drop -12, Myeloid diff 2 inactive, Hep lipid drop cells 6.5 µM 814 and Myeloid diff 2 GFP+ MAC1+ % 1.6.
Screening c1ccc2c(Cn3ccnc3)cccc2c1 returned K1F lysis inhibition 2.5%, Hep lipid drop 1, Myeloid diff 2 inactive, Hep lipid drop cells 6.5 µM 832 and Myeloid diff 2 GFP+ MAC1+ % 0.2.
For CC(=O)OCCN1CCN(C(=O)CN2C(=O)NC(c3ccccc3)(c3ccccc3)C2=O)CC1 the results were K1F lysis inhibition 0.3%, Hep lipid drop 1, Myeloid diff 2 inactive, Hep lipid drop cells 6.5 µM 799 and Myeloid diff 2 GFP+ MAC1+ % 0.3.
CCOC(=O)Nc1ccc2c(CNC(C)c3ccccc3OC)cc(=O)oc2c1 (stereo unspecified) was read as K1F lysis inhibition -0.2%, Hep lipid drop -2, Myeloid diff 2 inactive, Hep lipid drop cells 6.5 µM 779 and Myeloid diff 2 GFP+ MAC1+ % 0.5.
`O=C(c1ccccc1Br)N1CCN(Cc2ccc3c(c2)OCO3)CC1` gave K1F lysis inhibition -0.3%, Hep lipid drop -6, Myeloid diff 2 inactive, Hep lipid drop cells 6.5 µM 815 and Myeloid diff 2 GFP+ MAC1+ % 0.9.
`CCCCN(C(=O)C1CCN(C(=O)c2ccccc2C)CC1)c1c(N)n(CCCC)c(=O)[nH]c1=O` gave K1F lysis inhibition 1.2%, Hep lipid drop 8, Myeloid diff 2 active, Hep lipid drop cells 6.5 µM 826 and Myeloid diff 2 GFP+ MAC1+ % 8.2*.
`CC1CCC(NC(=O)CN(C)S(=O)(=O)c2ccc3c(c2)c(=O)n(C)c(=O)n3C)CC1` (stereo unspecified) gave K1F lysis inhibition 0.5%, Hep lipid drop -2, Myeloid diff 2 inactive, Hep lipid drop cells 6.5 µM 733 and Myeloid diff 2 GFP+ MAC1+ % 2.7.
Cc1ccc(-n2c(C)nnc2SCC(=O)NC2CC2)cc1 was read as K1F lysis inhibition -0.6%[50 µM], Hep lipid drop 4, Myeloid diff 2 inactive, Hep lipid drop cells 6.5 µM 732 and Myeloid diff 2 GFP+ MAC1+ % 3.4.
O=C(C1CC(=O)N(C2CCCCC2)C1)N1CCN(c2ccccc2)CC1 (stereo unspecified) was read as K1F lysis inhibition 2.7%[50 µM], Hep lipid drop inconclusive, Myeloid diff 2 inactive and Myeloid diff 2 GFP+ MAC1+ % 2.1.
`COc1ccc(CNC(=O)CN(C(=O)c2csnn2)c2ccccc2F)cc1` gave K1F lysis inhibition 0.7%, Hep lipid drop -4, Myeloid diff 2 inactive, Hep lipid drop cells 6.5 µM 693 and Myeloid diff 2 GFP+ MAC1+ % 3.1.
`O=C(Nc1cc(Cl)cc(Cl)c1)C1CCCC1` gave K1F lysis inhibition 0.1%, Hep lipid drop -2, Myeloid diff 2 inactive, Hep lipid drop cells 6.5 µM 779 and Myeloid diff 2 GFP+ MAC1+ % 0.5.
For COc1ccc(CCNC(=O)c2cccs2)cc1 the results were K1F lysis inhibition 0.9%, Hep lipid drop 4, Myeloid diff 2 inactive, Hep lipid drop cells 6.5 µM 783 and Myeloid diff 2 GFP+ MAC1+ % 0.2.
Screening Cc1sc(NC(=O)CN2CCCC2)nc1-c1ccc2c(c1)CCN2C(=O)c1ccc(F)cc1 returned K1F lysis inhibition 0.8%, Hep lipid drop -10, Myeloid diff 2 inactive, Hep lipid drop cells 6.5 µM 787 and Myeloid diff 2 GFP+ MAC1+ % 1.0.
`COc1ccc(C(CCN)c2ccc3c(c2)OCO3)cc1` (stereo unspecified) gave K1F lysis inhibition 0.2%, Hep lipid drop -28, Myeloid diff 2 inactive, Hep lipid drop cells 6.5 µM 800 and Myeloid diff 2 GFP+ MAC1+ % 0.2.
